Screening data deposited in PubChem BioAssay by several laboratories.
CDK5 p35 inh: inhibitors of human CDK5/p35 kinase; Q00535+Q15078; Recombinant CDK5/p35, ADP-Glo luminescence, 60 min; inhibition, % at 10 µM; hit rate 0.01% among 330,000; AID 488839;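 active means highest replicate inhibition of at least 50% and at least 75% of replicates reaching 50%; inconclusive means only one of the two criteria met; inactive means both criteria failed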;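 further: plate controls were DMSO neutral control for no effect and GW8510 at 10 µM for full effect; many of its hits are not listed in these tables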
Target sequence (Q00535 whole entry, looked up): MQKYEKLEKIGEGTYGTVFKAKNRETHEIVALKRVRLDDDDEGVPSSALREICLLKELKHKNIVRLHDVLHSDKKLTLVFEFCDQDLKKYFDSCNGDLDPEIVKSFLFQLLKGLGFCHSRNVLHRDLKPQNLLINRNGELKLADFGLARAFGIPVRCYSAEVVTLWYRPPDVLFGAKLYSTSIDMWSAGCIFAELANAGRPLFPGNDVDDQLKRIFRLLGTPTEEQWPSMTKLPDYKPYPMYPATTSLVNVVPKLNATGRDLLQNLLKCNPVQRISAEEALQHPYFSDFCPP
Target sequence (Q15078 whole entry, looked up): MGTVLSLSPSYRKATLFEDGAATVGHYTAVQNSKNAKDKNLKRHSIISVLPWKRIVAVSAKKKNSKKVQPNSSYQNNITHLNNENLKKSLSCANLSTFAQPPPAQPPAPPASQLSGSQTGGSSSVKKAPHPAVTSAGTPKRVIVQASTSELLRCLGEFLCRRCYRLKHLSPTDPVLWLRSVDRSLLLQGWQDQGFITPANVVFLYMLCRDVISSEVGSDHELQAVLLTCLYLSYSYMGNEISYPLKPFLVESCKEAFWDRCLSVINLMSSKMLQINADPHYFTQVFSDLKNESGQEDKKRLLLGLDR
Rtt109 HAT inh: blocks Candida albicans Rtt109/Vps75 acetyltransferase activity | Q5AAJ8 | purified Rtt109/Vps75, ThioGlo CoA-SH fluorescence, 4 h | inhibition, % at 34.9 µM | hit rate 0.16% among 330,000;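 active means inhibition of at least 50% in every replicate; inconclusive means best replicate reaches 50% inhibition but some replicates fall short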
Tat export inh: blocks Tat-dependent protein export in E. coli; E. coli MC4100 TorA-mCherry Tat export, fluorescence; inhibition, % at 10 µM; hit rate 0.036% among 340,000;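 active means mean replicate inhibition at least 50% and at least half of replicates individually reaching 50%; inconclusive means only one of the two criteria met; inactive means neither criterion met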;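 further: exported cargo escapes ClpAP degradation while cytoplasmic cargo is degraded and loses fluorescence; 0% = median of neutral control wells and 100% = median of NaSCN control wells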
MITF act: increases MITF-driven TRPM1 promoter luciferase signal; activation, % at 12.5 µM; hit rate 0.75% among 300,000; AID 588334; SK-MEL-5 TRPM1-promoter luciferase, 24 h; % of positive control, neutral wells = 0;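 active means mean activation of at least 80% with every replicate also reaching 80%; inconclusive means mean reaches 80% but some replicate falls short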;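 further: 0% = neutral control wells and 100% = parthenolide positive control wells; values of inactives mirror those of a sister screen read the other way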
Wnt act: activators of Wnt/beta-catenin signaling; hit rate 1.2% among 300,000; activation, % at 9.35 µM; AID 743398; Wnt/beta-catenin reporter cell assay, activator, plate reader; in the data active means activation above about 30%, passing the limit was not always enough; inconclusive means no clear call, values can overlap the other calls;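 further: 0% = neutral control wells and 100% = positive control wells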
V-ATPase pHluor: yeast V-ATPase proton transport regulation by pHLuorin. S. cerevisiae, pHLuorin cytosolic pH fluorescence. response, % at 10 µM. hit rate 0.37% among 350,000. AID 504577; in the data active means response mostly above about 7.3%, no sharp cut-off; inactive means mostly below about 5.4%; further: actives read high; inactives centre near 0; some compounds called inactive have numbers as strong as hits; reference of the scale not given here
CAL PDZ FP-1: blocks peptide binding to human CAL PDZ domain; inhibition, % at 20 µM; hit rate 0.02% among 330,000; AID 504414; purified CAL PDZ, TMR-peptide fluorescence polarization, 1 h; Q9HD26;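 active means highest replicate inhibition of at least 40%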;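 further: plate controls were DMSO neutral control wells for no effect and unlabeled competitor peptide control wells for full effect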
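Material: tagged CAL PDZ domain; buffer or medium: 25 mM sodium phosphate pH 7.4, 150 mM NaCl, TCEP, IgG, Thesit; compound dosing: single point, 20 µM; schedule: 1 h incubation at room temperature before polarization reading; measured by: FP readout, S and P plane fluorescence; read-out basis: percent inhibition from loss of millipolarization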
dFosB activator: mouse delta FosB homodimer activation; purified delta FosB, TAMRA-CDK5 oligo fluorescence polarization; percent of positive-control signal above neutral wells; activation, % at 25 µM; hit rate 0.99% among 340,000;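 active means mean activation above about 17%, with every replicate also reaching it, limit read from the data, passing the limit was not always enough; inconclusive means only one of the two conditions met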;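 further: fluorescence polarization rise as delta FosB binds a TAMRA Cdk5 AP-1 oligo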
RTF Ca sens act: cardiac RTF calcium sensitization; IANBD-labeled TnC RTF fluorescence at EC20 calcium; 0% EC20 calcium, 100% full calcium; activation, % at 7.2 µM; hit rate 0.24% among 340,000; AID 493008;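 active means activation above the mean over all tested compounds plus 3 SD, cut at about 30% in these data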;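 further: rise in fluorescence read as greater calcium sensitivity of cardiac thin filaments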
CAL PDZ FP-2: CAL PDZ (human) peptide binding inhibition | AID 602252 | Q9HD26 | hit rate 0.92% among 300,000 | inhibition, % at 24.9 µM | purified CAL PDZ, TMR-peptide fluorescence polarization, 1 h;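 active means mean inhibition of at least 30% with at least half of replicates also reaching 30%; inconclusive means no clear call, values can overlap the other calls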;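 further: 0% = DMSO neutral control and 100% = excess unlabeled competitor peptide PRC23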
* = called active by the depositor; ? = inconclusive; / = not tested or not shown. No enrichment for hits, and some 4.1% of all compounds hit somewhere here.

Structure	CDK5 p35 inh	Rtt109 HAT inh	Tat export inh	MITF act	Wnt act	V-ATPase pHluor	CAL PDZ FP-1	dFosB activator	RTF Ca sens act	CAL PDZ FP-2
COC(=O)Cc1cc(=O)n2[nH]c(C)cc2n1	-0.3	-11.2	3.6	-0.2	4.7	-1.5	-0.9	-10.2	1.5	-2.1
COC(=O)N1C(=O)[C@@](c2ccccc2)(C2CCCC2)N1C(=O)OC	0.7	-1.0	2.3	-29.6	/	2.2	0.2	0.4	1.6	-0.3
CCCCn1c(N)c(N(CCC(C)C)C(=O)COC(=O)c2cccnc2OCC)c(=O)[nH]c1=O	0.8	11.1	-3.9	-8.6	0.3	7.7	-0.7	1.4	-6.4	-2.4
O=C1c2sc3nc4n(c(=O)c3c2CCC1Br)CCCCC4 (stereo not given)	-1.8	3.4	-7.1	21.2	/	-0.4	-2.8	-7.7	-8.6	0.4
CCOC(=O)Cc1cc(=O)[nH]c(/N=C(\N)Nc2ccc(C)c(C)c2)n1	0.1	-1.9	3.4	-3.8	-0.9	-0.4	-1.5	-6.6	-5.5	0.7
COc1ccc(OCCSc2ncc(CO)n2C)cc1	-0.8	-10.5	0.7	0.3	5.2	-3.5	/	-1.7	3.1	-5.5
O=C(NC1=NCCS1)c1ccccc1	0.5	-3.2	0.3	/	1.6	0.1	-5.8	3.9	3.8	-3.3
CCC(=O)Nc1c(C#N)c2nc3ccccc3nc2n1-c1ccc(C)cc1	1.7	-122.1	-2.8	-6.7	0.7	-4.6	-1.9	-37.0	-1.9	-1.4
CC(C)Oc1cccc(-c2cc(C(=O)N3CCN(S(C)(=O)=O)CC3)c3ccccc3n2)c1	-1.8	20.7	7.5	/	-1.0	-0.7	-0.7	-6.3	-0.6	/
COc1ccc(Cl)cc1-n1c(C)ccc1C	-2.7	-1.2	-9.9	-11.9	/	-0.7	-0.4	4.3	0.0	-3.5

Four of the entries above in order of their number in Tat export inh, lowest first.
Structure	Tat export inh
COc1ccc(Cl)cc1-n1c(C)ccc1C	-9.9
COc1ccc(OCCSc2ncc(CO)n2C)cc1	0.7
CCOC(=O)Cc1cc(=O)[nH]c(/N=C(\N)Nc2ccc(C)c(C)c2)n1	3.4
CC(C)Oc1cccc(-c2cc(C(=O)N3CCN(S(C)(=O)=O)CC3)c3ccccc3n2)c1	7.5

A different layout for part of the listing above.
Value order: CDK5 p35 inh | Rtt109 HAT inh | Tat export inh | MITF act | Wnt act | V-ATPase pHluor | CAL PDZ FP-1 | dFosB activator | RTF Ca sens act | CAL PDZ FP-2
- COC(=O)N1C(=O)[C@@](c2ccccc2)(C2CCCC2)N1C(=O)OC
→ 0.7 | -1.0 | 2.3 | -29.6 | / | 2.2 | 0.2 | 0.4 | 1.6 | -0.3
- CCCCn1c(N)c(N(CCC(C)C)C(=O)COC(=O)c2cccnc2OCC)c(=O)[nH]c1=O
→ 0.8 | 11.1 | -3.9 | -8.6 | 0.3 | 7.7 | -0.7 | 1.4 | -6.4 | -2.4
- O=C1c2sc3nc4n(c(=O)c3c2CCC1Br)CCCCC4 (stereo not given)
→ -1.8 | 3.4 | -7.1 | 21.2 | / | -0.4 | -2.8 | -7.7 | -8.6 | 0.4

Another view of some results above:
Order of values: CDK5 p35 inh	Rtt109 HAT inh	Tat export inh	MITF act	Wnt act	V-ATPase pHluor	CAL PDZ FP-1	dFosB activator	RTF Ca sens act	CAL PDZ FP-2
- COc1ccc(Cl)cc1-n1c(C)ccc1C
    -2.7	-1.2	-9.9	-11.9	/	-0.7	-0.4	4.3	0.0	-3.5
- O=C1c2sc3nc4n(c(=O)c3c2CCC1Br)CCCCC4 (stereo not given)
    -1.8	3.4	-7.1	21.2	/	-0.4	-2.8	-7.7	-8.6	0.4

Going on with the list:
Structure	CDK5 p35 inh	Rtt109 HAT inh	Tat export inh	MITF act	Wnt act	V-ATPase pHluor	CAL PDZ FP-1	dFosB activator	RTF Ca sens act	CAL PDZ FP-2
CC(CCc1ccccc1)NC(=O)c1ccncc1 (stereo not given)	-1.0	2.7	9.0	/	-2.7	2.2	-0.5	-2.3	-1.0	-1.7
COc1cccc(CNC(=O)CCC2CCCN(Cc3cc(Cl)ccc3O)C2)c1 (stereo not given)	1.4	/	-1.9	6.0	-1.0	-0.9	-0.8	-5.7	-5.5	-1.7
O=[N+]([O-])c1ccc(-c2nc(-c3cccs3)c(-c3cccs3)[nH]2)cc1	0.1	-4.3	5.1	-4.1	/	0.1	-1.0	-6.5	2.1	0.0
COc1cc(C=CC(=O)c2cc(OC)c(OC)c(OC)c2)cc(OC)c1OC	0.7	6.8	-1.9	-68.8	4.0	2.1	-0.8	-17.0	4.3	-4.0
COCCn1nnnc1C(c1ccc(OC)c(OC)c1)N1CCN(c2nc3ccccc3s2)CC1 (stereo not given)	-0.4	15.6	4.0	4.5	/	3.2	-0.7	2.2	1.1	0.5
CC(C)Oc1ccccc1/C=N/NC(=O)c1ccccc1Cl	-1.2	3.8	2.1	6.4	-3.8	-0.3	-0.9	2.0	-4.1	-0.8
CCc1ccc(C(=O)COC(=O)c2cccs2)cc1	2.9	-1.8	-1.6	?	61.7*	4.5	-2.4	-6.3	4.2	-0.7
Cc1ccc2nsnc2c1NC(=O)c1sc2ccccc2c1Cl	-2.3	2.6	-11.3	2.1	/	0.1	-0.4	0.8	6.5	-5.2
COc1cc2c(cc1OC)C(C)N(S(=O)(=O)c1ccc(C)cc1)CC2 (stereo not given)	-1.5	-6.3	-8.3	-3.8	2.2	1.9	-0.8	-7.0	5.2	/
CC(=O)NC(CC(=O)O)c1ccc([N+](=O)[O-])cc1 (stereo not given)	-0.1	4.8	-4.0	-9.9	3.3	0.8	-1.8	-2.5	-0.8	0.3
CCOc1ccc(/C=N/NC(=O)c2ccc(F)cc2)cc1CN1CC2CC(C1)c1cccc(=O)n1C2 (stereo not given)	0.6	4.6	7.3	4.3	-1.2	-0.7	-4.7	-4.6	-1.6	-5.0
CCOC(=O)C1(CCc2ccccc2)CCN(C(=O)C2CCOCC2)CC1	-1.8	-4.1	-0.2	6.4	-0.4	-1.6	0.1	-7.6	-7.4	-0.1
O=C(O)/C=C/c1ccc2c(c1)OCCO2	-0.8	-2.2	-0.1	-10.7	-1.1	-1.3	-0.4	3.0	5.8	-3.7

Some entries already given with just CAL PDZ FP-1 and V-ATPase pHluor:
smiles | CAL PDZ FP-1 | V-ATPase pHluor
CC(C)Oc1ccccc1/C=N/NC(=O)c1ccccc1Cl | -0.9 | -0.3
CC(=O)NC(CC(=O)O)c1ccc([N+](=O)[O-])cc1 (stereo not given) | -1.8 | 0.8
